Source: PubChem
TROY signal inh – blocks TROY-dependent signaling in reporter cells. Q293 LMP1-TROYcd NF-kB luciferase reporter, 4 h. inhibition, % at 10 µM. 360,000 compounds, 0.98% hits. AID 1347056;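 active = compounds whose plate-normalised and pattern-corrected inhibition of the luciferase reporter signal at the single screening dose is 50% or more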
NOD2 RIPK2 PPI – NOD2-RIPK2 protein interaction inhibition. O43353. CHO BLA complementation NOD2-RIPK2, CCF4 ratio. inhibition, % at 4.98 µM. 360,000 compounds, 0.38% hits; in the data active = inhibition above about 21%;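 also: 0% = vehicle only and 100% = reference blocker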
NR2F2 inh – NR2F2 (human) inhibition, primary screen; inhibition, % at 8.6 µM; P24468; HEK293T NGFI-A luciferase reporter, luminescence; 370,000 compounds, 0.7% hits; AID 686940;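 active = inhibition above a per-plate cutoff, mean inhibition of test wells between control levels plus 3 SD, cut at about 38% in these data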;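 also: cells cotransfected with COUP-TFII expression vector driving the NGFI-A reporter; 0% = median of COUP-TF2 test wells and 100% = reporter-only cells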
TWEAK Fn14 block – blocks TWEAK-Fn14 interaction in a reporter cell assay | 360,000 compounds, 2% hits | inhibition, % at 10 µM | TWEAK-stimulated Fn14 reporter cells, luciferase luminescence, 8 h; in the data active = inhibition above about 50%
NCOA2 inhibitor – human SRC2 (NCOA2) inhibition. Q15596. AID 651957. 370,000 compounds, 0.17% hits. HEK293 GAL4-SRC2 luciferase reporter, luminescence. inhibition, % at 9 µM;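 active = inhibition above the mean inhibition of all tested compounds plus 3 SD, set per campaign, cut at about 52% in these data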;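 also: 0% = DMSO treated cells and 100% = cells given Gossypol at 36 µM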
SRC3 inh – inhibitors of human steroid receptor coactivator 3 (SRC3); 360,000 compounds, 0.17% hits; Q9Y6Q9; inhibition, % at 3.6 µM; HEK293 GAL4-SRC3 luciferase reporter, luminescence;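 active = inhibition above a per-campaign cutoff, the mean of all compounds plus 3 SD, cut at about 60% in these data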;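 also: 0% = DMSO-treated cells and 100% = gossypol-treated cells at 36 µM; higher means less SRC3-driven luciferase light from the GAL4 reporter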
TRAIL sens C8 – sensitizes caspase-8 expressing cells to TRAIL; NB7+C8 cells + TRAIL, ATPlite viability luminescence; inhibition (viability loss, TRAIL sensitization), % at 10 µM; 360,000 compounds, 1% hits; AID 624354;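 active = compounds causing at least 50% loss of cell viability in the single-dose screen, relative to plate controls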
TLR9-MyD88 inh – blocks human TLR9 binding to MyD88; inhibition, % at 4.98 µM; 340,000 compounds, 0.21% hits; CHO BLA complementation TLR9-MyD88, CCF4 FRET ratio;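 active = inhibition above the mean over all tested compounds plus 3 SD, cut at about 21% in these data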;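 also: 0% = DMSO only wells and 100% = clavulanate BLA inhibitor control wells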
SRC1 inh – inhibitors of human steroid receptor coactivator 1 (SRC1). Q15788. HEK293 GAL4-SRC1 luciferase reporter, luminescence. inhibition, % at 3.6 µM. 360,000 compounds, 0.12% hits;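 active = inhibition above the campaign mean plus 3 SD, with each screening campaign given its own cutoff, cut at about 60% in these data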;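 also: 0% = DMSO treated cells and 100% = gossypol at 36 µM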
Target sequence (Q15788 whole entry, looked up, the tested form may be a part): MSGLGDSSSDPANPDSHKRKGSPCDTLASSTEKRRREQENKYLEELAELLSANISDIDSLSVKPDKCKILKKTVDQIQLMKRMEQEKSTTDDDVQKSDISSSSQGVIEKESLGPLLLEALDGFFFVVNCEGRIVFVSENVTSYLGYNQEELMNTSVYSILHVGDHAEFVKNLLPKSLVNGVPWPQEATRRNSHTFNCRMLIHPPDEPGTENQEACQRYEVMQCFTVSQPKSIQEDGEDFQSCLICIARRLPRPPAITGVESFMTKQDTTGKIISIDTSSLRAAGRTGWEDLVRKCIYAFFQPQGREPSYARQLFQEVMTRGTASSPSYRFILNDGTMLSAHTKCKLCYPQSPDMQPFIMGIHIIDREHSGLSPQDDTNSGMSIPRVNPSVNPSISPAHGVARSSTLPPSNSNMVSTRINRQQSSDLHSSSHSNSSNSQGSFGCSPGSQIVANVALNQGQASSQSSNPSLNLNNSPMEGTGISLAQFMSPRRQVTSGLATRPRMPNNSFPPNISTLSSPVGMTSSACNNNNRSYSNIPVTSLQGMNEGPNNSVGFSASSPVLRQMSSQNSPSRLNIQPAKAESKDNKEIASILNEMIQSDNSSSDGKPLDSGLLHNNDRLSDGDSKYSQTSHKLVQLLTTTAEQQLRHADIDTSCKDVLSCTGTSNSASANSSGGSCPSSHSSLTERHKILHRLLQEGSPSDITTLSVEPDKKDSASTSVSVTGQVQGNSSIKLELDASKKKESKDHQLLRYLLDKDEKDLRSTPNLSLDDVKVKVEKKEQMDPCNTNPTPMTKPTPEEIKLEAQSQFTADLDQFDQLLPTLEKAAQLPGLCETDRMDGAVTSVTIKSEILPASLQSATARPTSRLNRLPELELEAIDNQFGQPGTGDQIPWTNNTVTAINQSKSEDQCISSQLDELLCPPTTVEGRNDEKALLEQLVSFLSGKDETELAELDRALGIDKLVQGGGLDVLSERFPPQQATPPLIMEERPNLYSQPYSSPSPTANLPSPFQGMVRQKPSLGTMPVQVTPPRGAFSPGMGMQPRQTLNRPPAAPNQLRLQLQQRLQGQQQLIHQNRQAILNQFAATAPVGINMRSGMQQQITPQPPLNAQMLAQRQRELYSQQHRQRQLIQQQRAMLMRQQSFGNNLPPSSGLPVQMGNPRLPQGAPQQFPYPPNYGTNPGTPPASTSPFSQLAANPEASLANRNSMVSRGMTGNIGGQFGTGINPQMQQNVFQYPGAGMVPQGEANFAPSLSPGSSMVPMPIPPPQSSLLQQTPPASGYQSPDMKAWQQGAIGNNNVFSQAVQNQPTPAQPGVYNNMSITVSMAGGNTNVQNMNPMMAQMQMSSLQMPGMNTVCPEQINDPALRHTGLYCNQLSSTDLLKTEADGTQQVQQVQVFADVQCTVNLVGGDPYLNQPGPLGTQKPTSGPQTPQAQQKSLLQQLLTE
NR5A2 inv ag – NR5A2 inverse agonism in reporter assay. HEK293T StAR-luciferase reporter, LRH-1 transfected, 24 h. AID 602396. O00482. inhibition, % at 3.6 µM. 360,000 compounds, 0.13% hits;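 active = inhibition above the mean inhibition of all tested compounds plus 3 SD, cut at about 73% in these data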;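 also: 0% = DMSO wells and 100% = reporter-only cells lacking LRH-1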
LMP1 NFkB inh – reduces LMP1-driven NF-kappaB luciferase signal. LMP1-induced NF-kappaB luciferase reporter cells, luminescence. inhibition, % at 12.5 µM. 350,000 compounds, 0.69% hits; in the data active = inhibition above about 41%;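 also: 0% = neutral control wells and 100% = reference inhibitor control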
Active calls of the source: *; . = not tested or not shown. An excerpt. The share of hits here may be higher or lower than overall.

cpd	structure	TROY signal inh	NOD2 RIPK2 PPI	NR2F2 inh	TWEAK Fn14 block	NCOA2 inhibitor	SRC3 inh	TRAIL sens C8	TLR9-MyD88 inh	SRC1 inh	NR5A2 inv ag	LMP1 NFkB inh
1	Cc1ccc(S(=O)(=O)Cc2ccc(C(=O)N3CCC4(CC3)OCCO4)o2)cc1	8	4	-26	9	0	10	-8	-1	17	-54	-5
2	COc1ccc(CCN(C)Cc2c(F)cccc2F)cc1OC	9	5	18	18	-18	14	-4	1	-17	15	-4
3	CC(=O)c1c(O)n(C)c(=S)n(-c2ccccc2)c1=O	-2	1	-13	6	-7	14	-2	-2	-1	3	-11
4	COCC(=O)N1Cc2ccccc2-n2nncc2C1	-14	0	-3	9	2	2	3	0	-1	-7	-3
5	CCc1c(C)nc(N)nc1N1N=C1SCCOc1ccccc1	-4	-3	-3	38	4	2	-7	0	8	-14	-6
6	O=C1NC(=O)C2(Cc3ccccc3N3CCCC32)C(=O)N1Cc1ccccc1 (stereo not given)	-21	6	-5	7	-36	14	13	0	-7	14	-6
7	COc1ccc(N=Cc2c(O)n(-c3ccc(C)cc3)c(=O)[nH]c2=O)cc1	10	0	-13	8	-7	5	7	.	-21	17	-12
8	Cc1cc(S(N)(=O)=O)ccc1N=Cc1c(O)n(-c2ccccc2)c(=O)[nH]c1=O	-2	-7	11	0	-26	14	-3	-5	-50	-11	9
9	CCCNC(=O)N1[C@H]2CC[C@@H]1C(C(=O)OC)=C(c1cc3ccccc3o1)C2	-8	2	11	0	-5	-19	-9	-3	-3	-1	1
10	CNS(=O)(=O)c1ccc(N=Cc2c(O)n(-c3cccc(C)c3)c(=O)[nH]c2=O)cc1	8	-2	3	11	7	6	-2	-2	10	3	1
11	CCOC(=O)C1(c2ccccc2)CCN(Cc2cccc(C(=O)O)c2)CC1	-5	-9	-10	-1	29	2	-10	-1	10	-23	7
12	COc1cccc(N(C(C)=O)C2=NCCCS2)c1	-21	-12	-13	4	-1	-1	2	-7	16	3	-1
13	O=C(c1ccc(F)cc1Cl)N1CCC2(CC1)OCCO2	-8	-1	0	-7	2	3	32	-2	-9	-9	1
14	CCOC(=O)N(CC)c1ccc(C(O)(C(=O)OCC)C(F)(F)F)cc1 (stereo not given)	9	-1	-11	8	-5	10	2	2	4	15	-12
15	CCC(C)n1c(O)c(/C=N/NC(=O)c2ccncc2)c(=O)[nH]c1=S (stereo not given)	5	4	-5	5	-3	-22	16	5	4	-12	-5
16	CC12C=CC(=O)C=C1CCC1C2C(=O)CC2(C)C(=O)CCC12 (stereo not given)	2	-8	-13	-12	5	5	10	-6	-6	12	3
17	C(=N\NC1=NCCCCC1)/c1c[nH]c2ccccc12	-22	7	-8	-10	-27	2	-5	-6	-3	8	4
18	CCC1CO/C(=C(\C(Cl)=C(Cl)Cl)[N+](=O)[O-])N1Cc1ccc(Cl)nc1 (stereo not given)	9	0	-3	-9	-11	-5	0	10	6	26	-9
19	CC(NCc1ccc(Cl)cc1)C(O)c1ccccc1 (stereo not given)	9	-10	-13	-28	2	-29	0	1	-59	10	-22
20	CCOC(=O)[C@]12Cc3cc4ccccc4cc3[C@H]1N(Cc1ccccc1)C(=O)c1ccccc12	31	-4	6	68*	25	.	67*	.	.	35	.
21	O=C(CN1CCOCC1)c1ccc(Br)cc1	-16	0	5	11	0	3	-17	-2	-10	15	-8
22	COC(=O)C1=C(c2ccc(Cl)c(C(F)(F)F)c2)C[C@@H]2CC[C@H]1N2C(=O)N1CCCC1	9	1	15	-19	27	-7	0	-6	-9	-10	11
23	C=CCc1cc(C=C2C(=O)NC(=O)NC2=O)cc(OC)c1OCc1ccc(C(=O)O)cc1	10	5	.	-8	.	-26	3	8	1	6	-4
24	CC1CN=C(Nc2cccc3ccccc23)S1 (stereo not given)	53*	-11	-18	44	6	-6	-9	-14	-20	1	-14
25	COCCNC(=O)CN1C(=O)CN=C(c2ccccc2)c2ccccc21	-15	1	1	-24	5	9	2	0	0	3	-5
26	C=CCC1(CN2CCCC2=O)C(=O)NC(=O)NC1=O	0	-1	.	-7	.	-9	-4	-2	4	-10	-4
27	CCOP(=O)(Nc1ccc2c(c1)C(=NNC(N)=S)c1ccccc1-2)OCC	3	-5	-14	10	-22	-20	5	-8	-22	17	-9
28	C=CCn1c(O)c(C(C)=NCCO)c(=O)[nH]c1=O	6	-13	-11	3	11	15	0	-15	3	14	9
29	C[n+]1c(-c2ccccc2)cc(-c2ccc(Cl)cc2)cc1-c1ccccc1	21	-1	10	18	-15	-10	13	-1	-11	12	1
30	CN(C(=O)c1ccc(Cl)nc1)C1(c2ccccc2Cl)CCCCC1=O (stereo not given)	-20	5	-7	-13	21	1	-4	-2	-14	0	-16
31	CN1CCN(c2ccc(Cl)cc2N)CC1	9	5	-3	-4	-7	-9	-9	-11	11	-12	-2
32	C=C1[C@H]2C[C@H]3[C@H]4N5C[C@]6(C)CCC[C@]47[C@H]([C@H]2O)[C@]3(C[C@]5(O)[C@H]67)[C@@H]1O	-2	4	11	20	-22	16	8	2	-37	-19	3
33	Cc1ccc(N)cc1Cl	-8	-8	9	3	2	6	6	1	-1	9	2
34	CC/C(=N\NC(=O)c1ccccc1O)c1c(O)n(C2CCCCC2)c(=O)[nH]c1=O	-14	-8	-15	10	-19	-24	-5	6	-19	-20	-15
35	O=C1NC(=O)C(=Cc2ccc(Oc3ccc([N+](=O)[O-])cc3)cc2)C(=O)N1	6	1	.	-6	.	15	-14	-5	6	8	3
36	CCS(=O)(=O)NC(C)c1nnc2n1-c1ccc(Br)cc1C(c1ccccc1Cl)=NC2 (stereo not given)	-1	-11	8	-1	-12	-6	-6	.	4	-5	.
37	CCOC(=O)[C@]12Cc3c(cc(OC)c(OC)c3OC)[C@H]1N(C)C(=O)c1cc(OC)ccc12	22	-8	0	29	5	.	41	.	.	18	.
38	COc1ccc(C(=O)C2CCCN(CC3CCCCC3)C2)cc1OC (stereo not given)	-5	0	0	-2	-24	-3	10	.	12	-38	.
39	O=C1/C(=C\c2ccc3c(c2)OCO3)N2CCC1CC2	4	3	.	13	.	-6	0	2	8	12	4
40	CN(CC(=O)Nc1ccccc1-c1ccccc1)C1CCCCC1	3	3	18	1	-5	10	0	2	6	7	-10
41	CN1CCC(C)(O)C2CCCCC21 (stereo not given)	12	1	-4	-4	5	8	5	4	6	-12	-5
42	C=CCn1c(O)c(C(CC)=NC2CC2)c(=O)[nH]c1=O	-4	-2	-2	13	-2	-8	2	-6	-7	1	-3
43	CCN1CCN(C(=O)COc2ccc(S(=O)(=O)Nc3ccc(Cl)cc3)cc2)CC1	8	-7	-10	17	-8	12	0	7	12	30	-1
44	CN1CCN(c2ccc(F)cc2N)CC1	6	-12	-1	0	-25	15	-8	2	-1	2	-1
45	C[C@]12C=CC(=O)C=C1CC[C@@H]1C2CC[C@]2(C)OC(=O)CCC12 (stereo not given in full)	-18	-9	-5	21	-17	5	-5	13	-3	6	-10
46	CC1=CC(=O)OC2CC3OC4C[C@@H](C)C5OC6CC7O[C@]8(C)C/C=C\C9OC%10CC%11OC(CC(C)CO)CC(O)[C@]%11(C)OC%10CC9OC8C[C@]7(C)O[C@]6(C)CCC5OC4C[C@]3(C)OC12 (stereo not given in full)	12	0	5	-6	-5	0	7	-6	-6	4	-27
47	CCCCC(=O)N/N=C/c1c(O)n(-c2ccccc2)c(=O)[nH]c1=O	0	14	-4	-9	-23	5	-6	1	2	-3	5
48	COc1ccccc1N=Cc1c(O)n(C)c(=O)n(C)c1=O	-55	3	-6	-12	-6	-4	-4	-1	-7	0	2
49	COC(=O)C1=C(C(=O)OC)SC2(S1)C(C(=O)OC)=C(C(=O)OC)Sc1c2ssc1=O	5	75*	-9	59*	-82	-19	51*	2	-45	29	-20
50	COc1ccc(Cl)cc1N=Cc1c(O)n(C)c(=O)n(C)c1=O	-10	-7	15	-9	0	-12	5	-11	-8	-19	-4
51	O=C(NCc1cccnc1)Nc1ccc([N+](=O)[O-])cc1	2	-2	4	-9	-2	-10	21	-4	1	-3	3
52	Fc1ccc(C2=CCN(C(c3cccs3)c3nnnn3CCc3ccccc3)CC2)cc1 (stereo not given)	5	-17	-8	2	7	-6	-15	-6	4	-13	14
53	CCOc1ccc(-n2c(O)c(C=NCCCn3ccnc3)c(=O)[nH]c2=O)cc1	-9	-2	2	5	19	12	-7	2	2	-3	-14
54	COc1ccc(CN2C(=O)CC(=O)NC2=O)cc1	7	-6	15	5	-40	3	-4	-11	-45	0	5
55	CCOC(=O)c1nc2ccccc2c(=O)n1-c1ccc(C)cc1	-20	-1	-3	2	-9	9	0	-4	-15	-4	-8
56	CCN1CCN(c2ccc(NC(=O)C(C)C)cc2Cl)CC1	-28	-14	-12	-3	-9	7	-4	-10	-10	6	0
57	COC(=O)c1ccc(COc2cc(C)cc3oc(=O)c4c(c23)CCCC4)o1	-15	-14	8	-32	-3	19	-5	-3	0	34	-17
58	O=S(=O)(c1ccc(Cl)cc1)N1CCCCC1c1cccnc1 (stereo not given)	-6	-8	3	18	16	9	3	6	2	-29	-5
59	O=C(O)C1CN2CCC1CC2 (stereo not given)	1	-7	1	1	-19	-3	-15	-9	6	7	-2
60	COc1cc(C(c2c(C)[nH]n(-c3ccccc3)c2=O)c2c(C)[nH]n(-c3ccccc3)c2=O)cc(OC)c1OC	-28	-14	1	-3	0	7	-5	-12	10	-10	5

New compounds follow:
cpd	structure	TROY signal inh	NOD2 RIPK2 PPI	NR2F2 inh	TWEAK Fn14 block	NCOA2 inhibitor	SRC3 inh	TRAIL sens C8	TLR9-MyD88 inh	SRC1 inh	NR5A2 inv ag	LMP1 NFkB inh
61	COC(COC(N)=O)C1=C(N2CC2)C(=O)C(C)=C(N2CC2)C1=O (stereo not given)	2	6	5	-6	-16	14	74*	0	14	11	-6
62	O=c1[nH]c(=S)n(C2CC2)c(O)c1/C=N/Nc1ccccc1	-36	-8	-9	-27	-15	14	1	0	3	-8	-16
63	O=C(c1ccc2c(c1)OCO2)C1CCCN(CC2CCCCC2)C1 (stereo not given)	-11	-6	-22	9	-1	10	1	-53	-32	-29	-37
64	N#CC1=C(N)Oc2c(c(=O)oc3ccccc23)C1c1ccc([N+](=O)[O-])o1 (stereo not given)	-29	0	-9	9	-20	18	5	-1	-3	10	-4
65	CCCCc1nc2ccccc2c(=O)n1-c1ccccc1[N+](=O)[O-]	-15	4	3	6	12	9	-1	2	11	16	4
66	CS(=O)(=O)c1ccc(C2=C(CNC(=O)c3ccncc3)[C@H]3CC[C@@H](C2)N3CCOc2ccccc2)cc1	-11	2	-2	9	-7	-3	-5	3	3	6	2
67	Cc1cc(NCCN)nc2ccccc12	-14	1	-2	-46	8	7	-8	-6	-21	19	-9
68	COC(=O)C1=C(c2cccc(OCc3ccccc3)c2)C[C@@H]2CC[C@H]1N2C(=O)NC1CCN(Cc2ccccc2)CC1	-11	3	22	-3	-11	-5	10	10	-11	1	10
